# Source: PubChem BioAssay (Emory University Molecular Libraries Screening Center)
# 14-3-3g Raf – modulators of 14-3-3 gamma protein binding, primary screen, biochemical, fluorescence polarization; hit rate 0.19% among 160,000; AID 422, 2006; FP, 14-3-3gamma / TMR-pS259-Raf peptide binding; 14-3-3 protein gamma (Homo sapiens), P61981; inhibition, % at 40 µM; in the data active means inhibition above about 30%;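 further: 0% = protein plus tracer without compound and 100% = blank with tracer alone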
# Target sequence (P61981 whole entry, looked up): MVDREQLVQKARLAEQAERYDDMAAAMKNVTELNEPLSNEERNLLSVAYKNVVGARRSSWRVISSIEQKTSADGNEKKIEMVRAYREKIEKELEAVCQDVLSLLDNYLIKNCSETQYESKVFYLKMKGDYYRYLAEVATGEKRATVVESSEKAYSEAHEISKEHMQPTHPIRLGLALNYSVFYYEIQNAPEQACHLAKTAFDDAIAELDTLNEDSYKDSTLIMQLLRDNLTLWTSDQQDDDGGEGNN
# Numbers without * were called inactive; & = joins results of further samples. An excerpt. The share of hits here may be higher or lower than overall.
mol | 14-3-3g Raf
COc1ccc(C(=O)Cn2c(N3CCOCC3)nc3ccccc32)cc1OC | -8
Nc1nonc1C(=O)NCCNC(=O)c1cccs1 | -1
COc1cc2c(c(OC)c1OC)-c1ccc(OC)c(=O)cc1[C@@H](NC(C)=O)CC2 | -6
Cc1ccc(S(=O)(=O)Nc2cc3c(c4ccccc24)OC2(N4CCOCC4)CCCCC32)cc1 (stereo not given) | -21
CCOC(=O)N1CCC(NC(=O)Cn2nc(-c3ccccc3)ccc2=O)CC1 | -6
CCOc1ccc2nc(Nc3nc(C)c(C)c(=O)[nH]3)nc(C)c2c1 | -6
O=C(CCCSc1nc(-c2ccco2)cc(C(F)(F)F)n1)Nc1ccc2c(c1)OCO2 | -2
CCOC(=O)c1c(C)oc2c1cc(NS(=O)(=O)c1ccc(C(C)(C)C)cc1)c1ccccc12 | -38
CN(Cc1ccccc1)c1oc(COc2ccccc2F)nc1C#N | -5
Cc1ccccc1N1CC(C(=O)Nc2ccc(F)cc2)CC1=O (stereo not given) | -2
COc1ccccc1CNC(=O)c1cnc2ccc(S(=O)(=O)N3CCOCC3)cc2c1Cl | -4
CCN1CCN(Cc2c(O)ccc3c(=O)c(Oc4ccccc4C(C)C)c(C(F)(F)F)oc23)CC1 | -2
O=C(NCCc1ccccc1)c1ccc(Cn2c(=S)[nH]c3ccc(Br)cc3c2=O)cc1 | 4
COc1cccc(NC(=O)c2cc3c(=O)n(C)c4cc(Cl)ccc4c3s2)c1 | -4
CCOc1ccc(Nc2nc3c(c(=O)[nH]2)CCCC3)cc1 | -9
O=C(NCCC1=CCCCC1)c1ccc2c(=O)n(CC3CCCO3)c(=S)[nH]c2c1 (stereo not given) | -2
CCOC(=O)C(=O)Nc1ccc(OCC(C)C)cc1 | -4
COCC(=O)Nc1ccccc1C(=O)Nc1ccc(OC)cc1 | -1
Cc1nn(-c2nc(-c3ccccc3)cc(C(F)(F)F)n2)c(C)c1Br | -8
CC(=O)Nc1ccc(NC(=O)CCn2c(=S)oc3ccccc32)cc1 | -11
O=C(NCCC1=CCCCC1)c1ccc2c(c1)N(Cc1ccccc1Cl)C(=O)CS2 | 13
C=CCNC(=O)C(C#N)c1nc2ccccc2nc1N1CCN(Cc2ccccc2)CC1 (stereo not given) | 2
O=C(CCSc1nc(-c2ccco2)cc(C(F)(F)F)n1)NCC1CCCO1 (stereo not given) | -3
CCC(C)N1C(=O)C2C(C(=O)Nc3ccc(C)c(C)c3)C3C=CC2(O3)C1C(=O)NC1CCCCC1 (stereo not given) | -5
COc1cc(-n2c(=O)c3ccccc3n(CC(N)=O)c2=O)cc(OC)c1OC | -8
Clc1ccccc1CSc1ncccn1 | 2
COc1ccc(CNc2oc(-c3cccc4ccccc34)nc2C#N)cc1 | -39
O=C(Nc1ccccc1C(=O)Nc1ccccc1)c1ccccc1F | 1
COc1cc(C2NC(=O)NC(c3ccccc3)=C2C(C)=O)ccc1OCC#N (stereo not given) | -8
Cc1ccc2nc(-c3ccc(N4CCOCC4)cc3)c(Nc3ccc4c(c3)OCO4)n2c1 | -5

# An excerpt of these results, with values ahead of the structure.
14-3-3g Raf	mol
-5	CN(Cc1ccccc1)c1oc(COc2ccccc2F)nc1C#N
-2	Cc1ccccc1N1CC(C(=O)Nc2ccc(F)cc2)CC1=O (stereo not given)
-4	COc1ccccc1CNC(=O)c1cnc2ccc(S(=O)(=O)N3CCOCC3)cc2c1Cl
-2	CCN1CCN(Cc2c(O)ccc3c(=O)c(Oc4ccccc4C(C)C)c(C(F)(F)F)oc23)CC1

# 3 compounds already listed, ordered by length of the SMILES, descending.
mol | 14-3-3g Raf
Cc1ccc(S(=O)(=O)Nc2cc3c(c4ccccc24)OC2(N4CCOCC4)CCCCC32)cc1 (stereo not given) | -21
COc1ccccc1CNC(=O)c1cnc2ccc(S(=O)(=O)N3CCOCC3)cc2c1Cl | -4
COc1cccc(NC(=O)c2cc3c(=O)n(C)c4cc(Cl)ccc4c3s2)c1 | -4

# Back to the main list, repeating the 4 entries before the break.
mol | 14-3-3g Raf
COc1ccc(CNc2oc(-c3cccc4ccccc34)nc2C#N)cc1 | -39
O=C(Nc1ccccc1C(=O)Nc1ccccc1)c1ccccc1F | 1
COc1cc(C2NC(=O)NC(c3ccccc3)=C2C(C)=O)ccc1OCC#N (stereo not given) | -8
Cc1ccc2nc(-c3ccc(N4CCOCC4)cc3)c(Nc3ccc4c(c3)OCO4)n2c1 | -5
CCCC(=O)Nc1ccccc1-c1nnc(SC)[nH]c1=O | 0
Cn1c(C(=O)N2CCN(c3ccc(Cl)cc3)CC2)cc2c(=O)[nH]c3ccccc3c21 | -8
O=C(Nc1ccc(-c2nc3ccccc3[nH]2)cc1)c1cccc(N2C(=O)CCC2=O)c1 | -3
Cc1cc(=O)oc(C)c1C(=O)O | -3
COc1cc2c(cc1OC)C(COc1ccc(F)cc1)N(C(=O)c1ccccc1F)CC2 (stereo not given) | 0
Cc1cc(NCCCn2ccnc2)n2ncc(-c3ccccc3)c2n1 | -4
Cc1ccc(S(=O)(=O)Nc2ccccc2C(=O)Nc2ccc(C)cc2C(=O)c2ccccc2)cc1 | 0
C=CCC1(Nc2c(C)cccc2CC)CCCCC1 | 5
O=C1CSC(c2ccccc2)N1c1ccc(Cl)c([N+](=O)[O-])c1 (stereo not given) | -6
CCn1c(C(=O)NC(C)c2ccc3c(c2)OCCO3)cc2sccc21 (stereo not given) | 3
Cc1c(Cl)c(C(F)(F)F)nn1CC(=O)N1CCN(C(=O)c2ccccc2)CC1 | -3
CN(C)S(=O)(=O)c1ccc(C(=O)NCCn2ccc3ccccc32)cc1 | -4
NC(=O)c1c(NC(=O)c2ccccc2I)sc2c1CCCC2 | -12
Cc1noc(C)c1CSc1ccc2ccccc2n1 | -6&-7
COc1ccccc1C(=O)N1CC(=O)Nc2ccc(Br)cc2C1c1ccccc1 (stereo not given) | 6
COc1ccc2c(c1)c(C(=O)CNc1nc(C)cs1)c(C)n2C | -3&3
COc1ccc([N+](=O)[O-])cc1CSc1nc2ccc(NC(=O)c3ccccc3OC)cc2s1 | -5
CCCOC(=O)NC1C(NC(=O)OCCC)N(C)C(=O)N1C (stereo not given) | -9
O=C(Nc1ccc(C(F)(F)F)cc1)c1ccc(NC(=O)C2CCCO2)cc1 (stereo not given) | -4
COCCCN1C(=O)C(=O)/C(=C(/O)c2ccccc2)C1c1cccc(OC)c1 (stereo not given) | 10
CCC(C(=O)N1CCN(S(C)(=O)=O)CC1)c1ccccc1 (stereo not given) | -9
O=C(NCCNC1CC(=O)N(c2ccccc2)C1=O)c1ccc(Cl)cc1 (stereo not given) | -7
CCc1nnc(NC(=O)CCC(=O)NC2CCCCC2)s1 | 3
O=c1c2ccccc2nc(SCc2cccc([N+](=O)[O-])c2)n1Cc1cccs1 | 1
CCOC(=O)c1ccccc1NS(=O)(=O)c1c(C)cc(C)cc1C | -3
CCCCCC(=O)Nc1ccc(N2CCN(S(C)(=O)=O)CC2)cc1 | -4
CC1CCCN(S(=O)(=O)c2cccc3cccnc23)C1 (stereo not given) | -7
CCOc1ccc(N2C(=O)C3CC(C)=C(C)CC3C2=O)c([N+](=O)[O-])c1 (stereo not given) | -4
Cc1cc(C)nc(/N=C(/NC(=O)c2ccccc2)Nc2cc(C(F)(F)F)ccc2Cl)n1 | -1
O=C(Nc1c2c(nn1-c1cccc(Cl)c1)CS(=O)(=O)C2)c1cccc(C(F)(F)F)c1 | -6
Cc1cc(C)c2c(n1)nn1c(N3CCOCC3)cc(C)nc21 | 0
CC(C)CC(=O)NCC(C)NC(=O)CC(C)C (stereo not given) | -4
O=C(CCCCCn1c(=S)[nH]c2ccccc2c1=O)N1CCc2ccccc2C1 | 0
COc1ccc(C2c3sc(=O)[nH]c3SC3C(=O)N(c4ccc(Br)cc4)C(=O)C32)cc1 (stereo not given) | -26
O=C1CN(C(=O)c2ccco2)c2ccccc2N1 | -12
CCOC(=O)C1CCC(CN(Cc2ccc(Cl)cc2)S(=O)(=O)c2ccc([N+](=O)[O-])cc2)CC1 (stereo not given) | -2
O=C(CSc1nc2c(c(=O)n1-c1ccc(Cl)cc1)SCC2)NCc1ccc(F)cc1 | -21
O=C(c1ccc(Nc2cccc(C(F)(F)F)c2)nc1)N1CCCC1 | -14
Cc1cc(=O)oc(C)c1C(=O)NC1CCCC1 | -9
Cc1ccc(CNS(=O)(=O)c2ccc3oc(C(=O)O)c(C)c3c2)cc1 | 3
Cc1ccccc1OCc1nnc2c3cnn(C)c3ncn12 | -1
CCOC(=O)c1c2c(n(C)c1CNC(C)C)C(=O)C(=O)c1ccc(Br)cc1-2 | -20
CC(=O)c1c(C)[nH]c(C)c1C(C)=O | -4
C=CCSc1nnc(NC(=O)c2cccc(S(=O)(=O)N3CCOCC3)c2)s1 | -9
CC1=C(C(=O)OC2CCCCC2)C(c2cc3c(cc2Br)OCO3)C2=C(CC(c3ccccc3)CC2=O)N1 (stereo not given) | 0
COc1cccc(-n2cc3c(c2-c2ccccc2)c(=O)n(C)c(=O)n3C)c1 | -5
COc1cc(C(=O)Nc2cc(C(=O)N3CCCC3)ccc2N2CC3CC(C2)c2cccc(=O)n2C3)cc(OC)c1OC (stereo not given) | 0
O=S(=O)(NCc1ccc(Br)cc1)c1ccc(F)cc1 | -2
O=C(c1ccco1)N1CCN(CC(=O)N2c3ccccc3CCc3ccccc32)CC1 | 2
CC1=C(C(=O)Nc2ccccn2)C(c2ccc(Cl)c([N+](=O)[O-])c2)C2=C(CCCC2=O)N1 (stereo not given) | 4
CCn1ccc(C(=O)Nc2ccc(N(C)C(C)=O)cc2)n1 | -1&0
O=C(NC1CC1)c1cc(-c2cccnc2)nc2ccccc12 | -4
CNc1nc(N)c(C(=O)C(C)(C)C)s1 | -1
Cc1ccc(-c2noc(CN3C(C)CCCC3C)n2)cc1 (stereo not given) | -6
CCOc1ccc(CSC(=N)N)cc1 | -8
COc1ccc(CNC(=O)CN2C(=O)CSc3ccccc32)c(OC)c1 | -2
Cc1cc(C)c(S(=O)(=O)NCC2CCC(C(=O)NCCc3ccc(Cl)cc3)CC2)c(C)c1 (stereo not given) | 10
Cn1c(SCC(=O)NC2CCCC2)nnc1-c1ccc(S(=O)(=O)N2CCOCC2)cc1 | -8
COCC(=O)Nc1nc(-c2ccccc2)c(C)s1 | -1
CC1=NN(C(=O)c2ccco2)C(O)(c2ccccc2)C1 (stereo not given) | 2

# Continued:
SMILES	14-3-3g Raf
O=C(CN(Cc1cccs1)C(=O)CNS(=O)(=O)c1ccccc1)NCc1ccco1	0
Cc1cc([N+](=O)[O-])ccc1NC(=O)c1ccc(Br)cc1	-16
COC(=O)c1ccccc1NC(=O)CSc1nc(=O)cc(N)n1-c1ccccc1	-70
COc1cc2[nH]c(=O)n(CCC(=O)NCc3ccccc3)c(=O)c2cc1OC	-4
Cn1c(NCCN2CCCCC2)cc(=O)n(C)c1=O	-2
COc1ccc(C(NC(=O)C(C)C)c2ccc3cccnc3c2O)cc1 (stereo not given)	2
CCOc1ccc(-n2c(SCC(=O)Nc3ccccc3)nc3c([nH]c4ccccc43)c2=O)cc1	-4
Cc1oc2c(C)c3oc(=O)c4c(c3cc2c1C)CCCC4	0
Clc1ccc(CN2C3=NCCCN3c3ccccc32)cc1	-4
COc1ccc(C(=O)N2CCN(C(=O)CC(C)C)CC2)cc1OC	-4
CCOC(=O)c1c(C)n(CC(COC(C)=O)OC(C)=O)c2ccc(OC(C)=O)cc12 (stereo not given)	-3
Cc1nnc(SCc2nnc(-c3ccccc3)o2)n(N)c1=O	-19
Fc1ccc(Br)cc1C1C=C(c2cccnc2)Nc2ncnn21 (stereo not given)	-4
COc1cc(Br)c(C2CC(=O)Nc3cc4c(cc32)OCCO4)cc1OC (stereo not given)	-6
COc1nc(Cl)cc(C)c1C(N)=O	2
CN1C(=O)c2oc3ccccc3c(=O)c2C1c1ccccn1 (stereo not given)	-6
CCn1c(Cn2nnc(-c3ccccc3)n2)nnc1SCC(=O)Nc1ccccc1	-4
Cc1ccc(C2c3sc(=O)[nH]c3SC3C4CC(C5C(=O)N(CCC(=O)O)C(=O)C45)C23)cc1 (stereo not given)	10
Nc1ccc2nc(SCC(=O)NC3CC3)sc2c1	-5
COc1ccc(Cn2c(O)cc(=O)[nH]c2=O)cc1	-19
CC1=CC(=C2CCC[n+]3c2sc2ccccc23)CC(C)(C)C1	-26
COc1ccc(C(C#N)N2CCCCCC2)cc1OC (stereo not given)	-8
Cc1noc(C)c1CSc1nc2ccccc2[nH]1	3
O=S(=O)(NCc1csc(-c2cccnc2)n1)c1ccc2c(c1)OCCO2	-4
COc1ccc(N2CC(C)Cn3c2nc2c3c(=O)n(CCN3CCOCC3)c(=O)n2C)cc1 (stereo not given)	-6
Cc1ccc(Cn2ccc(NC(=O)c3cc(C)on3)n2)cc1	-11
CC(C)(C)NC(=O)CCS(=O)(=O)c1ccc(Br)cc1	-11
Cc1cc(O)c(C(c2ccc(O)cc2)c2c(O)cc(C)oc2=O)c(=O)o1	0
CCC(C)NC(=O)c1c(N)n(/N=C/c2cccnc2)c2nc3ccccc3nc12 (stereo not given)	-12
CCN(CC)c1ccc(NC(=O)C(C)C)cc1	2&3
COc1cc(C(=O)N2CCN(C(=O)COc3ccc(Cl)cc3)CC2)cc(OC)c1OC	-4
O=C(Nc1ccc(Br)cc1)c1ccccc1Cl	-4
COc1cc(C2CC(=O)N3CN(Cc4ccco4)CSC3=C2C#N)ccc1OCc1ccccc1 (stereo not given)	-3
O=c1[nH]cnc2c1C(c1cccc([N+](=O)[O-])c1)c1c(nc[nH]c1=O)O2	-3
CC1CCCCC1NC(=O)CSc1nnnn1-c1ccccc1 (stereo not given)	0
O=C(Cn1c(=O)[nH]c2ccsc2c1=O)NC1CCCCCC1	0
CCOCCCNC(=O)C1CCC(=O)N1Cc1cccnc1 (stereo not given)	-2
CC(C)n1c(C(O)c2ccccc2)nc2ccccc21 (stereo not given)	-5
O=C1CCCC2=C1C(c1ccc([N+](=O)[O-])cc1)n1c(nc3ccccc31)N2 (stereo not given)	-5
CSc1nc2c(c(=O)[nH]1)C(c1ccc(Cl)cc1)c1c(nc(SC)[nH]c1=O)O2	-3
O=C1CC2c3ccccc3C1C1C(=O)N(c3cccc(C(F)(F)F)c3)C(=O)C21 (stereo not given)	-13
